Source: PubChem BioAssay (several laboratories)
TROY NFkB inh – inhibitors of TROY-dependent NF-kB signaling | inhibition, % at 10 µM | Q293 LMP1-TROYcd NF-kB luciferase reporter, 4 h | 360,000 compounds, 0.98% hits;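 active means compounds whose plate-normalised and pattern-corrected inhibition of the luciferase reporter signal at the single screening dose is 50% or more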
TRAIL sens C8 – sensitizes caspase-8 expressing cells to TRAIL; 360,000 compounds, 1% hits; inhibition (viability loss, TRAIL sensitization), % at 10 µM; NB7+C8 cells + TRAIL, ATPlite viability luminescence;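 active means compounds causing at least 50% loss of cell viability in the single-dose screen, relative to plate controls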
TWEAK-Fn14 inh – blocks TWEAK-Fn14 interaction in a reporter cell assay; TWEAK-stimulated Fn14 reporter cells, luciferase luminescence, 8 h; inhibition, % at 10 µM; 360,000 compounds, 2% hits; AID 1159606; in the data active means inhibition above about 50%
KKLEB tox – reduces viability of KKLEB cystic fibrosis airway cells | KKLEB CF airway cells viability, ATPlite luminescence, overnight; stronger effect = lower value; cells stimulated with P. aeruginosa culture filtrate | activity change (cytotoxicity), % at 5 µM | 360,000 compounds, 0.36% hits;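 active means corrected activity change at or below -50% at 5 µM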
NR2E3 ag-1 – agonists of human NR2E3 nuclear receptor. 360,000 compounds, 0.35% hits. CHO-S Gal4-NCOR/VP16-NR2E3 two-hybrid, luciferase. inhibition of corepressor binding, % at 3.98 µM. Q9Y5X4. AID 602229;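 active means inhibition above the mean of all tested compounds plus 3 SD, cut at about 70% in these data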;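 further: 0% = DMSO with NR2E3 transfected cells and 100% = cells lacking NR2E3 construct; higher means lower luciferase signal from less NR2E3 corepressor binding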
Target sequence (Q9Y5X4 whole entry, looked up, the tested form may be a part): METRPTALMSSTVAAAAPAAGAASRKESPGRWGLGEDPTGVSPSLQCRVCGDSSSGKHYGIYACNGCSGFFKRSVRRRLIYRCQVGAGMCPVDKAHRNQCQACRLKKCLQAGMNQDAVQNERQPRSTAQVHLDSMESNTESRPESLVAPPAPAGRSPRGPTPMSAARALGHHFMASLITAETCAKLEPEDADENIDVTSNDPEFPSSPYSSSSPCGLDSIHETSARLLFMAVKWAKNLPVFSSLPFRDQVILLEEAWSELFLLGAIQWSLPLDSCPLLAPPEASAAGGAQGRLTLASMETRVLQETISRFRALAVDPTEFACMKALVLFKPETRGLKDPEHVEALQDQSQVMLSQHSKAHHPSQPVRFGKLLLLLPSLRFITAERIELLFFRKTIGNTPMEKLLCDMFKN
HIF-2a block – HIF-2a inhibition. inhibition, % at 18.8 µM. AID 624352. 360,000 compounds, 0.72% hits. 786-0 RCC cells HIF-2a reporter, luciferase luminescence, overnight;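 active means inhibition of the luminescence signal of 40% or more relative to plate controls, in a single-dose primary screen at 18.75 µM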
NR2E3 ag-2 – agonists of human nuclear receptor NR2E3; Q9Y5X4; GST-NR2E3/biotin-RetCOR TR-FRET, 1536-well; inhibition of corepressor binding, % at 4.78 µM; 320,000 compounds, 0.12% hits; AID 2300;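 active means percent inhibition above the cutoff of mean plus 3 SD of all tested compounds, set per screening campaign, cut at about 20% in these data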;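 further: 0% = DMSO wells and 100% = biotin wells as full block of FRET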
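Material – GST-tagged NR2E3 plus biotinylated RetCOR corepressor · Quantity – NR2E3 fusion 1.35 nM · Times – 5 h incubation at 4 °C · Medium – pH 7.5 Tris-based buffer · Technique – TR-FRET, Eu(K)-anti-GST donor, streptavidin-D2 acceptor, ex 340, em 617/671 nm · Benchmarks – high control biotin, low control 0.6% DMSO · Format – 1536-well plates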
TRPM1 prom inh – inhibitors of MITF-driven TRPM1 promoter in melanoma cells; AID 488899; 330,000 compounds, 0.83% hits; inhibition, % at 12.5 µM; SK-MEL-5 TRPM1 promoter luciferase, 24 h;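 active means mean inhibition across replicates of 60% or more, whatever share of single replicates reaches that level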; further: values of inactives mirror those of a sister screen read the other way
Shn3 inh set2 – Schnurri-3 reporter inhibition in Clone20 osteoblasts | Clone20 osteoblast Shn3 3'UTR firefly luciferase, 24 h | inhibition, % at 12.5 µM | 360,000 compounds, 0.52% hits;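 active means mean inhibition of at least 75% with every replicate also reaching 75%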;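 further: 0% = median of neutral control wells and 100% = pilot-screen positive control compound; some compounds past the cut are filed as inactive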
CF NFkB inh – blocks PAF-induced NF-kB reporter in cystic fibrosis cells | KKLEB NF-kB-GFP reporter, GFP fluorescence overnight | inhibition, % at 5 µM | 360,000 compounds, 0.86% hits;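 active means at least 50% inhibition at 5 µM, scaled per plate between neutral and stimulator controls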;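 further: PAF is a Pseudomonas aeruginosa culture filtrate used as stimulus; plate controls were PAF-stimulated DMSO wells for no effect and unstimulated DMSO wells for full effect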
Peg3 prom inh – Peg3 promoter activity inhibition | inhibition, % at 20 µM | HeLa PEG-Prom luciferase reporter, luminescence, overnight | 360,000 compounds, 1.7% hits | AID 588405;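 active means inhibition of at least 50% at 20 µM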
Active calls of the source: *; · = not tested or not shown.

SMILES | TROY NFkB inh | TRAIL sens C8 | TWEAK-Fn14 inh | KKLEB tox | NR2E3 ag-1 | HIF-2a block | NR2E3 ag-2 | TRPM1 prom inh | Shn3 inh set2 | CF NFkB inh | Peg3 prom inh
O=C(NCc1ccccc1)c1cc(=O)[nH]c2ccccc12 | 5 | -6 | 5 | -2 | -12 | 2 | -4 | 2 | 8 | 7 | 18
COc1ccc(NC(=O)CCNC(=O)c2ccc([N+](=O)[O-])cc2)cc1S(=O)(=O)N1CCCCC1 | 13 | 7 | -25 | -18 | 27 | 16 | · | 6 | -6 | 28 | 5
CCOc1ccc(NC(=O)c2ccco2)c([N+](=O)[O-])c1 | -62 | 30 | -2 | 0 | -144 | -208 | 3 | -48 | -74 | 0 | -202
COCCCNC(NC(=O)c1ccc(OC)cc1)C(Cl)(Cl)Cl (stereo not drawn) | -19 | -4 | -2 | -8 | -19 | 16 | 4 | 6 | 29 | 10 | -1
Cc1ccc(-c2nc(NCC3CCCO3)sc2C)cc1 (stereo not drawn) | -16 | -5 | -15 | 0 | -48 | -142 | 4 | -7 | 23 | -1 | -130
COCCNc1nnc(SCC(=O)Nc2nnc(-c3ccccc3)o2)s1 | 1 | -8 | -13 | 20 | -13 | -8 | -1 | 3 | -5 | -29 | -9
O=C(COC(=O)c1ccc(O)cc1)Nc1ccc2c(c1)OCO2 | -24 | -9 | -29 | -32 | -15 | -29 | · | -2 | 3 | 10 | -65
NC(=O)C1CCCN(C(=O)c2cccc(S(=O)(=O)N(Cc3ccccc3)c3ccccc3)c2)C1 (stereo not drawn) | 1 | 2 | -6 | 4 | 17 | 6 | 0 | -1 | -8 | 0 | 1
CCOC(=O)C1CCN(C(=O)COC(=O)CSc2ccc(C(N)=O)cc2[N+](=O)[O-])CC1 | 1 | 10 | 3 | 8 | -21 | 14 | -1 | -10 | -16 | 13 | 13
COc1ccc(N(C)S(=O)(=O)c2cccc(C(=O)N3CCN(c4cccc(C)c4C)CC3)c2)cc1 | 24 | 24 | 45 | -6 | -1 | 11 | · | 2 | 38 | 22 | 23
CCn1cc(C(=O)NCCCN2CC(C)CC(C)C2)c(=O)c2cc(S(=O)(=O)N(C)C3CCCCC3)ccc21 (stereo not drawn) | -12 | -4 | -12 | -10 | -4 | 30 | -2 | -7 | -21 | 0 | 73*
CC(C)c1nnc(NC(=O)CCC(=O)N2CCN(C3CCCCC3)CC2)s1 | 0 | -6 | -5 | 6 | -36 | 11 | 1 | -6 | -10 | -9 | -6
O=C(N/N=C/c1cn[nH]c1-c1ccccc1)c1ccco1 | -34 | -23 | -3 | -12 | -8 | 6 | 3 | 15 | 1 | 17 | 0
Cc1c(NC(=O)CCN2C(=O)c3ccccc3C2=O)c(=O)n(-c2ccccc2)n1C | 2 | -3 | 13 | 1 | 3 | 14 | -5 | -1 | 11 | -10 | 0
Cc1ccc(/C=C/C(=O)c2ccc(O)cc2)cc1 | -16 | 39 | 16 | -9 | -56 | -210 | 2 | -71 | -38 | 3 | -214
CCCCNC(=S)NNC(=O)c1cc(-c2ccncc2)nc2ccccc12 | -11 | -17 | -35 | -10 | -12 | -20 | -2 | 6 | -12 | -29 | 18
COC(=O)c1scc(C)c1NC(=O)/C=C/C(=O)O | -8 | -12 | 3 | 10 | 10 | 18 | -1 | 13 | -13 | -6 | 1
CCCCN1CC(=O)N2[C@H](c3ccc(Cl)cc3)[C@@H]3C(=O)N(CC)C(=O)[C@@H]3[C@]2(Cc2ccccc2)C1=O | -5 | -14 | -11 | -6 | 7 | 11 | 2 | -3 | -15 | 10 | 3
O=C(N/N=C/c1cccnc1)c1cc(-c2ccccc2)nc2ccccc12 | -19 | 35 | -4 | 17 | 13 | -17 | -2 | 7 | 11 | -4 | -19
COc1ccc(OCC(=O)Nc2cccc(C(C)=O)c2)cc1 | -2 | 5 | 0 | -4 | 4 | -29 | 3 | -12 | -1 | 11 | -25
NC(=O)CCCn1c(C(=O)c2cc(Cl)c(N)c(Cl)c2)c2ccc(C(F)(F)F)cc2[n+]1[O-] | -12 | 25 | 11 | -6 | -1 | 14 | 2 | 5 | -1 | -14 | -22
CC1CCCN(S(=O)(=O)c2ccc(NC(=O)CN3C(=O)NC(C)(c4ccccc4)C3=O)cc2)C1 (stereo not drawn) | 8 | 2 | 8 | 7 | 18 | 12 | -1 | 5 | -11 | 6 | 22
CCOc1ncccc1C(=O)OCc1ccc([N+](=O)[O-])cc1 | 5 | -9 | 4 | -8 | -10 | 1 | 1 | -10 | 5 | -4 | 3
COc1ccc(NC(=O)COC(=O)c2ccc(N3CCCC3=O)cc2)cc1 | 3 | 6 | 8 | 24 | -2 | 4 | 1 | -5 | 31 | -7 | -14
COc1cc2[nH]c(=O)n(Cc3ccc(C(=O)NCCCN4CCN(C)CC4)cc3)c(=O)c2cc1OC | -4 | -8 | -1 | -6 | -4 | 21 | 2 | -1 | -4 | 4 | -3

Next part.
SMILES | TROY NFkB inh | TRAIL sens C8 | TWEAK-Fn14 inh | KKLEB tox | NR2E3 ag-1 | HIF-2a block | NR2E3 ag-2 | TRPM1 prom inh | Shn3 inh set2 | CF NFkB inh | Peg3 prom inh
Cc1cc(-c2csc(N)n2)c(C)n1Cc1ccco1 | -12 | -5 | 8 | 8 | 13 | 11 | 1 | -13 | -3 | -5 | -10
COc1ccc(N2CCN(C(CNS(C)(=O)=O)c3ccco3)CC2)cc1 (stereo not drawn) | -11 | 5 | -15 | 10 | 6 | 14 | 4 | -13 | 3 | -2 | 7
O=C(CSc1ccccc1F)NC(=O)NCc1ccco1 | 3 | -2 | -1 | 11 | -28 | 11 | 1 | -2 | 7 | -15 | -2
Cc1ccc(S(=O)(=O)N(C)CC(=O)N2CCc3ccccc32)cc1 | -1 | -4 | 5 | 11 | 9 | 0 | -3 | 1 | -3 | -3 | -4
CCOC(=O)c1ccc(NC(=O)NCc2ccccn2)cc1 | -40 | 5 | 8 | 32 | -15 | -13 | 0 | -13 | -9 | -62 | -8
CCOC(=O)c1cnn(-c2nc(CC)nc3sc4c(c23)CCC4)c1N | · | -8 | 7 | 6 | 4 | 9 | -5 | 4 | 7 | 3 | 10
CC(C)(C)C1(O)CC(C(F)(F)F)=NN1C(=O)CCCc1ccccc1 (stereo not drawn) | -7 | 0 | -10 | 6 | -14 | 11 | 7 | -2 | 1 | 24 | -3
CNc1ccc(-c2ccccc2CO)cn1 | -2 | -15 | 5 | 4 | -4 | -17 | · | · | -13 | -16 | -66
CCn1cnc2c1c(=O)n(CC(=O)OC(C)C(N)=O)c(=O)n2Cc1ccccc1 (stereo not drawn) | -3 | -2 | 5 | -1 | 7 | -5 | 0 | 6 | 14 | 16 | 8
CCN(C(=S)NC(=O)Cc1ccc(OC)cc1)c1ccccc1 | -2 | 2 | -4 | -6 | -20 | 12 | -3 | 1 | 5 | 21 | 7
CC(Oc1ccc(F)cc1F)C(=O)NNC(=S)NCC1CCCO1 (stereo not drawn) | 2 | -12 | -6 | 16 | -18 | 14 | 2 | -5 | -2 | -35 | 4
Cc1ccc(/C=N/n2c(-c3ccccc3)n[nH]c2=S)cc1 | 6 | 7 | -14 | 12 | 6 | 15 | 0 | -5 | -1 | 5 | 11
O=C(N1CCc2cc(S(=O)(=O)NC[C@H]3O[C@@H](n4ccc(=O)[nH]c4=O)[C@H](O)[C@@H]3O)ccc2C1)C(F)(F)F | 1 | -6 | -3 | 2 | -3 | -1 | · | 12 | 19 | -18 | 4
CC1CCN(Cc2c(C(=O)N/N=C/c3ccc(C(C)(C)C)cc3)nnn2-c2nonc2N)CC1 | -3 | 44 | -73 | -41 | -21 | 24 | -1 | 23 | 57 | 53* | 106*
O=C(COC(=O)C1(c2ccc(F)cc2)CCCC1)N1CCNC1=O | -11 | -8 | -2 | -1 | 2 | 8 | 1 | 1 | -25 | -13 | 4
O=C(NN1C(=O)C2C(c3ccccc3)C=CC(c3ccccc3)C2C1=O)c1cccc(Br)c1 (stereo not drawn) | 20 | -5 | 4 | 5 | -14 | 11 | -3 | 10 | 9 | -15 | -3
COc1cc2c(CCNC(C)=O)c[nH]c2cc1Cl | 8 | 6 | -1 | 4 | -5 | -14 | 0 | -11 | 1 | -22 | 0
O=c1[nH]cnc2sc3c(c12)CCC3 | 5 | -19 | 12 | 13 | -10 | 11 | -1 | 1 | -9 | 4 | 6
COc1ccc(NC(=O)COC(=O)C(CC(C)C)N2C(=O)C3CC=CCC3C2=O)cc1Cl (stereo not drawn) | -8 | -5 | -4 | 6 | -13 | 15 | -1 | -8 | 1 | -9 | 4
CCOC(=O)C1=C(C)Nc2nnnn2C1c1ccccc1Cl (stereo not drawn) | -2 | -18 | 6 | 2 | 0 | 24 | 2 | 15 | 16 | 18 | 6
Cn1ncc2c(Nc3cccc([N+](=O)[O-])c3)ncnc21 | -16 | -13 | -28 | 14 | -28 | -12 | 6 | -10 | 2 | 4 | 6
O=C(CCl)N(c1ccccc1)c1ccccc1 | 9 | 94* | 26 | -15 | 14 | 20 | · | 47 | -4 | 56* | 47
CCCCCCCNC(=O)C1(CC2CC(c3cccc(Br)c3)=NO2)CCN(C(=O)c2cc(OCC)c(OCC)c(OCC)c2)CC1 (stereo not drawn) | 26 | 41 | 19 | -14 | -2 | -12 | 2 | 19 | 19 | 22 | -4
CCOC(=O)N1CCN(c2cc(=O)n(-c3ccccc3C)c(=O)[nH]2)CC1 | 11 | 1 | -4 | -10 | -2 | 18 | 1 | 7 | -2 | -12 | 8
O=C(O)c1ccc(-c2cccc(-c3nn4c(=O)cc(N5CCNCC5)nc4s3)c2)cc1 | 8 | -12 | -13 | -3 | -11 | 6 | · | · | 7 | -21 | 6
CCSc1ccc([C@@H]2[C@@H]3C(=O)N(C)C(=O)[C@@H]3[C@]3(C(=O)OC)CCCCN23)cc1OC | -3 | 9 | 4 | 16 | 0 | 13 | · | -4 | -6 | 4 | 7
CCn1nc(C)c(C(=O)Nc2cc(Oc3ccc(Cl)cc3)cc([N+](=O)[O-])c2)c1C | 2 | 15 | 24 | -11 | -61 | 9 | -1 | -8 | 12 | 0 | 29
O=C(Cn1nnc(-c2ccccc2Cl)n1)N/N=C/c1ccc(-c2cccc(Cl)c2)o1 | 6 | -8 | 2 | -29 | -8 | 6 | -3 | -19 | -25 | 33 | 4
Cc1cccc(CC(C)NC(=O)c2cc(COc3ccc(C)c(C)c3)on2)n1 (stereo not drawn) | -54 | -19 | -2 | 16 | -89 | -180 | -1 | -19 | -43 | -39 | -181
Oc1c(I)cc(I)c2cccnc12 | -13 | 34 | -1 | 6 | 2 | 26 | 3 | 20 | 94* | -12 | 42

Only part of the results is shown; the hit share may differ from the screen's.
